# TCR activator = Activators of T cell receptors: qHTS campaign. AID 504894, 2011. primary human leukocytes, anti-CD3, IL-2 HTRF, 48 h. Potency, µM (doses to about 9.22 µM), inactives show at the highest dose activation of IL-2 secretion, most hits filed as activators. 330,000 tested, under 10 active; also: % of control where 0% means no effect
#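 Human primary leukocytes + a-CD3 beads + cpd, 48 hr; IL-2 in supernatant by HTRF (ex 320nm / em 665nm). No co-stimulatory signal supplied.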
# p53 reactivator = qHTS assay for re-activators of p53 using a Luc reporter; H1299 p53-A138V BP100-luciferase reporter, luminescence, 24 h; Potency, µM (highest dose often 92.2 µM), for the others: at the top dose activity change, positive = activation, usual class: activators; actives 0.063% (n = 320,000); AID 504706, 2011; also: potency is read from the fitted curve at half-maximal effect; % of control where 0% means no effect; nearly all actives have a fitted effect of over 45% in size
#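 p53-null H1299 cells stably carrying temperature-sensitive p53-A138V and a BP100-luciferase reporter were pinned with compounds (4-point, 1:5 series) and held 24 hrs at 37 deg C. Luminescence was read 10 min after detection reagent.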
# BRCA1 expr up = qHTS Assay to Identify Small Molecule Activators of BRCA1 Expression. MCF7-BRCA1-FFLuc reporter, luminescence, 48 h; response scale: scaled: vehicle 0%, 10 µM genistein 100%. Potency, µM (top dose mostly 46.1 µM), for inactives: at the top dose activation, usual class: activators. actives 1.1% (n = 380,000). AID 624202, 2012; also: potency is read from the fitted curve at half-maximal effect; nearly all actives have a fitted effect of over 80% in size; some results filed as inactive show a strong effect at the top dose
#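 Compounds are tested at multiple concentrations on MCF7 BRCA1-luciferase reporter cells seeded at 2000 per well; after 48 h, a single luminescence end-point is taken and curves fitted to the normalized data.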
# AT treatment = qHTS Assay for Identifying a Potential Treatment of Ataxia-Telangiectasia | AID 485349, 2010 | actives 0.19% (n = 320,000) | Potency, µM (series often up to 57.5 µM), for the others: at the highest dose activation, hits mostly activators | […] A-T fibroblasts, KAP-1 phosphorylation AlphaLISA; neocarzinostatin DNA damage 30 min before lysis; also: potency is read from the fitted curve at half-maximal effect; % of control where 0% means no effect; nearly all actives have a fitted effect of over 45% in size
#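 ATM-like activity read as KAP-1 phosphorylation via AlphaLISA donor/acceptor antibody pairs after lysis and 6 hr at 25C. Cells were ATM-null patient fibroblasts ([…], hTERT), dosed 60 min, then exposed to the DSB inducer NCS for 30 min.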
# ELG1 DNA repair = qHTS screen for small molecules that inhibit ELG1-dependent DNA repair in human embryonic kidney (HEK293T) cells expressing luciferase-tagged ELG1; HEK293T ELG1-luciferase reporter, luminescence, 16 h; DNA damage induced by 5-fluorouridine; Potency, µM (highest dose often 46.1 µM), for the others: at the highest dose activity change, negative = inhibition, usual class: inhibitors; actives 2.3% (n = 330,000); AID 504467, 2011; also: potency is read from the fitted curve at half-maximal effect; % is scaled to controls: 0 for no effect and ±100 for the full control effect; nearly all actives have a fitted effect of over 55% in size
#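 Overnight (16 hr) co-exposure of 2,000 cells/well to 5-fluorouridine and compound at 37 °C preceded detection. Luciferase was quantified via ONE-Glo luminescence; loss of signal denotes inhibition.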
# TSG101-PTAP inh = qHTS Assay for Iinhibitors of HIV-1 Budding by Blocking the Interaction of PTAP/TSG101. Tumor susceptibility gene 101 protein (Homo sapiens), Q99816. Fluorescence polarization, FITC-PTAP peptide / Tsg101 binding. Potency, µM (doses to about 115 µM), for inactives: top-dose activity change, negative = inhibition, most hits filed as inhibitors. 340,000 tested, under 10 active. AID 493005, 2010; active = well fitted inhibition curve with a large enough effect in the main read-out, with a control signal flat, not every such curve was filed as active; inconclusive = small, poorly fitted or top-dose-only effect, or effect the other way, or a change in a side signal; inactive = no such curve, though single readings can be large or run the other way; also: potency is read from the fitted curve at half-maximal effect; % of control where 0% means no effect
# Target sequence (Q99816 whole entry, looked up): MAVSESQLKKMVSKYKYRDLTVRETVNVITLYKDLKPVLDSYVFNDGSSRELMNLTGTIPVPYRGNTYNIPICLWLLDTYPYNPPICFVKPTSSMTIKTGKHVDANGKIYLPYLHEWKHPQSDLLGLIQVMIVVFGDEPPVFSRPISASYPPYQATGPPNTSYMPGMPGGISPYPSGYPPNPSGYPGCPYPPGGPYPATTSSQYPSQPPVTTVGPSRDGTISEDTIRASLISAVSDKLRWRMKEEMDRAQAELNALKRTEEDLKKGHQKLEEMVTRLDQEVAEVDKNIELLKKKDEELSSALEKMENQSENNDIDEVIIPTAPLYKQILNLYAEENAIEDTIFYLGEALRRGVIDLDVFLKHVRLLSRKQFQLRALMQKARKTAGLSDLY
#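 Fluorescence polarization binding of Tsg101 binding domain (10 uM final) to FITC-labeled PTAP peptide (50 nM final) in HEPES pH 7.5 buffer with NaCl, Tween 20, EDTA, TCEP. Compounds added before peptide; binding 20 min at RT.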
# a7 integrin act = qHTS for Activators of Integrin-Mediated Alleviation for Muscular Dystrophy; alpha7betagal myoblasts, beta-gal FDG fluorescence, 48 h; Potency, µM (top dose mostly 38.3 µM), for the others: at the top dose activation, usual class: activators; actives 0.064% (n = 350,000); AID 624291, 2012;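 also: potency is read from the fitted curve at half-maximal effect; 100% = response of the positive control SU9516; nearly all actives have a fitted effect of over 60% in size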
#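 alpha7betagal+/- myoblasts (passage 13, 250/well) treated 48 h at 37C with compounds at 1:260 dilution of DMSO stock. Lysed, then beta-galactosidase activity read as FDG fluorescence (ex 480/em 540) after 30 min, with pre-read for autofluorescence.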
# B2AR arrestin = qHTS assay of beta-arrestin-biased ligands of beta2-adrenergic receptor | Beta-2 adrenergic receptor (Homo sapiens), P07550 | beta-arrestin recruitment to beta2AR, cell-based reporter | Potency, µM (top dose mostly 46.1 µM), without a hit: top-dose activation, actives largely listed as activators | actives 0.02% (n = 330,000) | AID 492947, 2010;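 also: potency is read from the fitted curve at half-maximal effect; 0% = DMSO controls and full agonism = EC100 isoproterenol or metaproterenol; nearly all actives have a fitted effect of over 65% in size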
# Target sequence (P07550 whole entry, looked up): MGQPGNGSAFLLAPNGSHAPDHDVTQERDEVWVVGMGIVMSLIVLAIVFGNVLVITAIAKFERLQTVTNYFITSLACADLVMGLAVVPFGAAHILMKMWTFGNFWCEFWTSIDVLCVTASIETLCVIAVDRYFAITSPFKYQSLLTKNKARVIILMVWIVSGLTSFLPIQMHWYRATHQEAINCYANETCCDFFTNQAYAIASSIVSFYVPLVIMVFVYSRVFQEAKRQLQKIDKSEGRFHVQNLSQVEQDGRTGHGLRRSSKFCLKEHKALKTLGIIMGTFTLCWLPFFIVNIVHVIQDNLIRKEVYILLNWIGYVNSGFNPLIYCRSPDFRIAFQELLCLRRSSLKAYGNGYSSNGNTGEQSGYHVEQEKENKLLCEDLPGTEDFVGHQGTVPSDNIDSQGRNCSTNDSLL
# MLL CXXC-DNA inh = qHTS Fluorescence Polarization Assay for Inhibitors of MLL CXXC domain - DNA interaction. Histone-lysine N-methyltransferase 2A (Homo sapiens), Q03164. MLL-CXXC / FITC-HOXA9 DNA fluorescence polarization. Potency, µM (top dose mostly 115 µM), inactives show at the top dose activity change, negative = inhibition, hits mostly inhibitors. actives 0.037% (n = 290,000); active = well fitted inhibition curve with a large enough effect in the polarisation, with a control signal flat, not every such curve was filed as active; inconclusive = small, poorly fitted or top-dose-only effect, or effect the other way, or a change in a side signal; inactive = no such curve, though single readings can be large or run the other way; the % refers to the polarisation; also: potency is read from the fitted curve at half-maximal effect
#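 Fluorescence polarization: 7 uM MLL-CXXC (stock) preincubated 5 min with compounds, then 50 nM fluorescein-HOX-A9 DNA (stock) added; 30 min ambient. Buffer 50 mM Tris-HCl pH 7.5, 50 mM NaCl, 1 mM DTT, 0.05% BSA.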
# TRPV1 agonist = HTS Assay for Compounds that Act as Agonists of the Vanilloid Receptor 1; TRPV1-expressing cells, Fluo-8 calcium influx, agonist mode; activation, % at 8.33 µM; AID 540275, 2011; actives 0.19% (n = 320,000); Transient receptor potential cation channel subfamily V member 1 (Homo sapiens), Q8NER1; in the data active = activation above about 80%; inconclusive = between about 30% and that limit; also: 0% is about no effect
#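 Fluo-8 calcium influx in TRPV1-expressing cells, kinetic read (ex 480/em 520 nm). Compound added and read 3 min for agonist activity, followed by capsaicin at EC20 final and 2 min further read for enhancement.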
# The depositor's hits bear a star; ? = inconclusive; / = no result given; & = joins results of further samples; [ ] = another dose, or the depositor's remark. Unless noted, calls follow the shape of the dose curve; as a rule, active = well fitted curve in the direction sought with a large enough effect; inconclusive = small, poorly fitted or top-dose-only effect, or another doubt; inactive = no such curve, though single readings can be large; an effect the other way counts as inactive or inconclusive.
# Each structure is followed by: ELG1 DNA repair, B2AR arrestin, TCR activator, a7 integrin act, p53 reactivator, TRPV1 agonist, MLL CXXC-DNA inh, BRCA1 expr up, TSG101-PTAP inh, AT treatment
> Cc1cc(C)nc(SCc2cc(=O)c(OC(=O)c3cc([N+](=O)[O-])ccc3Cl)co2)n1
  19%, -0.3%, 1%[46.1 µM], 15%, -4%, 2, 8%, -7%, -2%, 0%
> O=C(NCc1ccccc1Cl)C(=O)NCC1OCCN1S(=O)(=O)c1ccc(F)cc1 (stereo not given)
  -27%, 2.9%, -4%, 3%, -4%, -4, ?, -1%, -5%, -6%
> COc1ccc(C(=O)CSc2nnc(C3CC3)n2N)cc1
  ?, 0.1%, 3%, -2%, -3%, 2, -6%, 0%, -4%, 7%
> CCCc1cc(C(=O)Nc2ccc(CC)cc2)no1
  ?, -0.2%, 3%, -10%, ?, 3, -2%, ?, -6%, -2%
> CSc1ccc(C(=S)N2CCCCCC2)cc1
  ?, -0.4%, -5%, -11%, ?, 6, -1%, 10%, -9%, 3%
> O=C(NN=C1CCCC1)c1[nH]c2ccc(Cl)cc2c1-c1ccccc1
  ?, 0.1%, -3%, -35%, 10%, 9, -7%, -71%, -3%, -4%
> CC(OC(=O)C1CCN(S(=O)(=O)c2ccccc2C(F)(F)F)CC1)C(=O)N(C)Cc1ccccc1 (stereo not given)
  -19%, -1.0%, 7%, -18%, -15%, 2, 14%, -31%, -4%, 12%
> CCOC(=O)N1CCN(CC(=O)N2c3ccccc3CC2C)CC1 (stereo not given)
  2%, -0.3%, 4%, -22%, -6%, 1, 0%, 4%, -7%, -6%
> Cc1cccc(NS(=O)(=O)c2cccc(C(=O)N3CCN(c4ccccn4)CC3)c2)c1
  ?, -0.7%, 12%, 17%, -15%, 1, ?, -41%, /, -6%
> CCN(CC)CCN(C(=O)CCS(=O)(=O)c1ccccc1)c1nc2cc(OC)c(OC)cc2s1
  -1%, -1.0%, -3%, -20%, 19%, 0, ?, -18%, 1%, 4%
> CS(=O)(=O)c1ccccc1-c1nnc(NC(=O)C2=COCCO2)o1
  8%, 0.0%, 1%, -2%, 2%, -6, /, -2%, 1%, -6%
> O=C(Nc1ccc(C2CCCCC2)cc1)C1CCCN(c2ncccn2)C1 (stereo not given)
  0%, -0.3%, /, 3%, 8%, 7, -9%, 0%, /, /
> Cc1cccc(C)c1NC(=O)CN1C(=O)N(C)Cc2ccccc21
  -5%, 0.1%, -6%, 3%, 6%, -3, 4%, 5%, 3%, -3%
> C/C(=N\Nc1ncc(Cl)cc1Cl)c1ccc(C#N)cc1
  14%, 0.2%, /, 0%, 6%, 12, 13%, 26%, -6%, -2%
> CCOc1ccc(Nc2ncnc3c2cnn3-c2ccccc2)cc1
  18%, 0.3%, 0%, -12%, 8%, 0, 3%, 37%, -7%, -1%
> COc1cccc(CN2CCN(c3ncccn3)CC2)c1
  4%, -0.6%, -8%, 4%, 17%, -3, 1%, 1%, -3%, -2%
> CC(C1=C(CCN(C)C)Cc2ccccc21)c1ccccn1 (stereo not given)
  /, /, -4%, -16%, /, /, /, -7%, -2%, /
> CCN(CC(=O)Nc1c(F)cccc1F)C(=O)C1CCN(S(=O)(=O)c2ccc(F)cc2)CC1
  7%, 0.4%, -7%, -11%, 4%, 0, /, -2%, -3%, 9%
> COc1ccc(C2CCCN2C(=O)Nc2ccc(F)cc2)cc1OC (stereo not given)
  -3%, -0.6%, 2%, -3%, -4%, 20, 4%, 2%, 0%, 7%
> Cc1ccc(C(=O)Nc2nc(-c3cccnc3)cs2)o1
  -12%, -0.3%, -2%, -7%, ?, 7, 8%, 47%, 0%, 1%
> CN(CC1CCOCC1)C(=O)CC1C(=O)NCCN1Cc1ccccc1F (stereo not given)
  0%, -0.7%, 1%, -1%, 15%, 6, ?, -9%, -4%, -1%
> Cn1c(C(=O)N2CCN(C(=O)c3ccco3)CC2)cc2c(=O)n(C)c3ccccc3c21
  ?, 0.2%, -4%, -2%, -4%, /, -1%, -22%, -1%, -4%
> COc1ccc(N2C(=O)CSC23C(=O)Nc2ccccc23)cc1 (stereo not given)
  -12%, -0.7%, 2%[46.1 µM], -4%, -7%, 0, 0%, -1%, 0%, 14%
> Cc1nn(C)cc1/C=N/NC(=S)Nc1ccccc1
  ?, ?, -5%, 17%[7.66 µM], ?, 6, 78%[activator], 40%, 0%, 2%
> CCOC(=O)CN1C(=O)C2(OCCCO2)c2cc(Br)ccc21
  12%, -0.3%, /, 18%, /, 17, 14%, -24%, 1%, 4%
> CC1(OC(=O)C2CCCC2)C(=O)C=C2C=C(c3ccsc3)N(CCCCO)C=C2C1=O (stereo not given)
  15%, -0.3%, -3%, 1%, -3%, -1, 9%, -6%, -3%, -32%
> CSc1nc(N)nc2c1ncn2CC(=O)NCc1ccc2[nH]ccc2c1
  23µM*, -0.5%, 1%, 0%, -8%, /, /, -18%, -11%, 10%
> COc1cccc(CNC(=O)CN2c3cccc4cccc(c34)S2(=O)=O)c1
  1%, -0.3%, 0%, -6%, 4%, -2, /, -6%, -5%, -8%
> O=C(O)Cc1ccc(C(=O)c2cccs2)s1
  ?, 0.2%, -5%, 7%, -2%, 0, 12%, -8%, -4%, 1%
> Cc1ccc(S(=O)(=O)N2CCC(C(=O)OCC(=O)N3CCCC3=O)CC2)cc1C
  4%, 0.0%, 0%, 4%, -3%, 5, /, 4%, -5%, -3%
> COc1ccccc1-c1nc(-c2ccccn2)no1
  ?, -0.2%, 1%, 14%, -8%, 9, 24%, -48%, -4%, -7%
> COc1ccc(Cc2nnc(SCC(=O)NC(C)c3ccccc3)o2)cc1 (stereo not given)
  -9%, -0.5%, 0%, 17%, -4%, -2, 4%, 4%, -4%, -9%
> CC1CCC(C(C)C)C(OCC(O)C[N+]2(C)CCCCC2)C1 (stereo not given)
  8%, -0.4%, -10%, 7%, -3%, -3, -3%, -10%, 1%, -3%
> O=C(Nc1ccc2c(c1)OCCO2)c1cccc(C(=O)Nc2ccc3c(c2)OCCO3)c1
  27%, 0.5%, 4%, -7%, 6%, ?, -29%, 67%, -3%, -13%
> Cc1cc(C)cc(OCC(=O)Nc2cccc(-c3nnc(-c4ccco4)o3)c2)c1
  21µM*, 0.2%, /, -33%, -3%, 6, 7%, 29%, /, 5%
> Nn1cnc2cc3ccccc3cc2c1=O
  ?, 0.5%, 7%, ?, 1%, 3, -11%, 17%, -7%, 4%
> Nc1c(C(=O)NCCN2CCOCC2)c2nc3ccccc3nc2n1-c1ccc2c(c1)OCO2
  ?, -0.1%, -8%, -6%, ?, 14, -4%, 2%, -16%, 5%
> COCC(C)NC(=O)c1cc2c(ccc3ccccc32)oc1=O (stereo not given)
  18%, 0.2%, 2%, -6%, -3%, 5, -1%, -11%, -5%, -1%
> O=C(Nc1nc(-c2ccccn2)cs1)Nc1ccc(F)cc1F
  ?, ?, -1%, -50%[inhibitor], ?, ?, 18%, -1%, 0%, 5%
> CN(C)C(=O)CSc1nnc(Cc2ccc([N+](=O)[O-])cc2)o1
  0%, -0.4%, 2%, -19%, -1%, 3, 1%, 5%, -1%, 2%
> C/C(=N/NC(=O)c1cccnc1)C1=C(O)CC(C)(C)CC1=O
  ?, -0.3%, -6%, 12%, 26%, -9, 13%, -33%, -6%, -7%
> Cc1nc(NC(=O)C2CC2)sc1C(=O)N1CCCCC1
  3%, -0.2%, -22%, 16%, 5%, -4, -3%, 19%, 2%, 6%
> CC(=O)Nc1ccc(/C(C)=N/Nc2nc(Nc3ccccc3)nc(N3CCOCC3)n2)cc1
  6.5µM*, -0.3%, 4%, -27%, -2%, 6, 1%, -35%, 0%, 3%
> O=C(CCS(=O)(=O)c1cc2c(cc1Cl)NC(=O)CO2)NCCc1ccccc1
  -4%, 0.1%, -7%, 0%, 1%, 1, 12%, 12%&1%, -5%, 0%
> N#CCSc1nc(Nc2ccc3c(c2)OCO3)c2ccccc2n1
  ?, 0.5%, 0%, 11%, -10%, 15, 0%, -44%, -4%, -2%
> CC(=O)Nc1cccc(NC(=O)CSc2nnc3ccccn23)c1
  12%, -0.1%, 0%[46.1 µM], 2%, -6%, /, /, 0%, 0%, 14%

# Source: PubChem BioAssay (National Center for Advancing Translational Sciences (NCATS))
